B2AR arrestin: beta2AR (human) beta-arrestin recruitment activity; P07550; AID 492947; hit rate 0.02% among 330,000; Potency, µM (doses to about 46.1 µM), for the others: top-dose activation, most hits filed as activators; beta-arrestin recruitment to beta2AR, cell-based reporter;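 further: potency means the concentration at half of the fitted maximal effect; 0% = DMSO controls and full agonism = EC100 isoproterenol or metaproterenol; nearly all actives have a fitted effect of over 65% in size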
Integrin act MD: activates integrin-mediated alleviation for muscular dystrophy | AID 624291 | hit rate 0.064% among 350,000 | alpha7betagal myoblasts, beta-gal FDG fluorescence, 48 h | Potency, µM (doses to about 38.3 µM), for inactives: top-dose activation, most hits filed as activators;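 further: potency means the concentration at half of the fitted maximal effect; 100% = response of the positive control SU9516; nearly all actives have a fitted effect of over 60% in size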
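Alpha7betagal+/- myoblasts (passage 13) were plated 16-24 hr, then exposed to compounds (1:260 dilution of DMSO stock) for 48 hours at 37C. After MPER lysis, β-galactosidase reporter activity was read as FDG fluorescence (ex 480/em 540) after 30 minutes.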
p53 reactivator: restores transcriptional activity of mutant p53; H1299 p53-A138V BP100-luciferase reporter, luminescence, 24 h; Potency, µM (series often up to 92.2 µM), inactives show top-dose activity change, positive = activation, actives largely listed as activators; hit rate 0.063% among 320,000; AID 504706; further: potency means the concentration at half of the fitted maximal effect; % of control where 0% means no effect; nearly all actives have a fitted effect of over 45% in size
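H1299 (p53-null), stable ts p53-A138V + BP100-Luc; 1000 cells/well, Opti-MEM/10% FBS; cpd 4 pt, 1:5; 24 h, 37 deg C, 5% CO2; detection reagent 10 min RT; luminescence.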
TSG101-PTAP inh: blocks PTAP/TSG101 interaction to inhibit HIV-1 budding. AID 493005. Q99816. 340,000 tested, under 10 active. Fluorescence polarization, FITC-PTAP peptide / Tsg101 binding. Potency, µM (titrated, usually from 115 µM), without a hit: at the highest dose activity change, negative = inhibition, actives largely listed as inhibitors; active means well fitted inhibition curve with a large enough effect in the main read-out, with a control signal flat, not every such curve was filed as active; inconclusive means small, poorly fitted or top-dose-only effect, or effect the other way, or a change in a side signal; inactive means no such curve, though single readings can be large or run the other way; further: potency means the concentration at half of the fitted maximal effect; % of control where 0% means no effect
Target sequence (Q99816 whole entry, looked up): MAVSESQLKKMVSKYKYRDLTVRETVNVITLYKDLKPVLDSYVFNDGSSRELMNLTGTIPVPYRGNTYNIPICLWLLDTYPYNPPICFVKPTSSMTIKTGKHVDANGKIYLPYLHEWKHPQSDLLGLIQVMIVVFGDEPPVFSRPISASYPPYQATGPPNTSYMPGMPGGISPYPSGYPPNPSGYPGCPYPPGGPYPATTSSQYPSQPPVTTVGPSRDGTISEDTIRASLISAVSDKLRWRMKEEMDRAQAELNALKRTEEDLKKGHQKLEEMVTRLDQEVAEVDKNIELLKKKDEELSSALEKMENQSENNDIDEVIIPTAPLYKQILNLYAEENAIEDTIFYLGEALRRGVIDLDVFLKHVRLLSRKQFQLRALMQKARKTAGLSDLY
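Fluorescence anisotropy tracks displacement of a FITC-tagged PTAP peptide (50 nM) from the Tsg101 binding domain (10 uM), following a 20 min room-temperature incubation at pH 7.5.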
Eya2 phos inh: blocks the phosphatase activity of human Eya2; O00167; hit rate 0.006% among 330,000; Potency, µM (doses to about 76.9 µM), for the others: at the highest dose activity, negative = inhibition, hits mostly inhibitors; recombinant Eya2, OMFP fluorescence dephosphorylation (OMFP is methylfluorescein phosphate); further: potency means the concentration at half of the fitted maximal effect; on the % scale 0 is the no-effect control and ±100 the full control effect
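Eya2 (0.2 uM) preincubated 10 min at ambient with compound, then OMFP substrate added at 50 uM; 10 min reaction in 50 mM HEPES pH 7.5, 50 mM NaCl, 5 uM MgCl2, 0.05% BSA, 1 mM DTT. Fluorescence read at Ex 485/Em 525 nm.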
ELG1 genotoxic: genotoxicity induction in ELG1-luciferase HEK293T cells; HEK293T ELG1-luciferase reporter, luminescence, 16 h; Potency, µM (series often up to 46 µM), for the others: at the highest dose activity change, positive = activation, hits mostly activators; hit rate 1.3% among 330,000; AID 504466; further: potency means the concentration at half of the fitted maximal effect; % of control where 0% means no effect; nearly all actives have a fitted effect of over 60% in size
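Genotoxic stress is detected as increased luminescence from luciferase-tagged ELG1 in HEK293T cells, measured with ONE-Glo after a 16 hr treatment at 37 °C.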
ASM inhibitor: human S-ASM enzyme inhibition | placental ASM, HMU-PC fluorogenic substrate, 60 min | AID 504937 | Potency, µM (series often up to 57.5 µM), inactives show at the highest dose activity change, negative = inhibition, usual class: inhibitors | hit rate 0.006% among 340,000 | P17405; further: potency means the concentration at half of the fitted maximal effect
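Steps: dispense placental human ASM, pin compound, wait 10 min at room temperature, add HMU-PC0 substrate at 9 uM final, incubate 60 min at 37 °C, add stop solution raising pH to 10, read fluorescence.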
USP2a block: USP2a (human) protease inhibition; O75604; USP2 core, Ub-CHOP2 coupled fluorogenic reporter, 485/531; Potency, µM (series often up to 38.3 µM), for inactives: at the highest dose activity change, negative = inhibition, hits mostly inhibitors; hit rate 0.01% among 330,000; AID 463254;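 further: potency means the concentration at half of the fitted maximal effect; plate controls were DMSO wells for no effect and full inhibition by NEM control for full effect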
Target sequence (O75604 whole entry, looked up): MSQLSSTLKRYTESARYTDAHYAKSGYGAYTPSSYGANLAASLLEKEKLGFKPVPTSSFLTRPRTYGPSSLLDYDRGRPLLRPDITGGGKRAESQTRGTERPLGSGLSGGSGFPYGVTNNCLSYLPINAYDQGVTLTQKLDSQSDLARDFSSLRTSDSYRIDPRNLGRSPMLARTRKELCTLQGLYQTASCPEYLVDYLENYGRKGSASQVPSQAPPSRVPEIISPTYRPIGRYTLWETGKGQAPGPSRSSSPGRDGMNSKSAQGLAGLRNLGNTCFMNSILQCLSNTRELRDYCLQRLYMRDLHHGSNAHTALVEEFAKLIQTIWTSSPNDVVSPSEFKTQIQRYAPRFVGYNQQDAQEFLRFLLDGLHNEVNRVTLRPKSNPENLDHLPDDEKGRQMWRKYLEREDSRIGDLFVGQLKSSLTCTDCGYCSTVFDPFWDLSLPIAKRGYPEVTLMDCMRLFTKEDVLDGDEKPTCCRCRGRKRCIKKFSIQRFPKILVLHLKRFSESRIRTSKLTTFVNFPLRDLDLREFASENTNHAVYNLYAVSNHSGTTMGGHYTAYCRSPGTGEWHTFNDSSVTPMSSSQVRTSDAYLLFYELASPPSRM
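Cell-free coupled assay: 10nM USP2 core preincubated 30min RT with compound in Tris-HCl pH 8.0/CaCl2/CHAPS buffer, then 25nM Ub-CHOP2 and 25nM reporter substrate; fluorescence (Ex 485/Em 531) read after 60min RT, normalized to NEM inhibition, concentration-response curves fitted.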
BRCA1 expr act: activators of BRCA1 expression; MCF7-BRCA1-FFLuc reporter, luminescence, 48 h; response scale: scaled: vehicle 0%, 10 µM genistein 100%; Potency, µM (titrated, usually from 46.1 µM), for the others: at the top dose activation, most hits filed as activators; hit rate 1.1% among 380,000; AID 624202; further: potency means the concentration at half of the fitted maximal effect; nearly all actives have a fitted effect of over 80% in size; some results filed as inactive show a strong effect at the top dose
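MCF7 cells carrying a BRCA1-firefly luciferase reporter (2000 cells/well, phenol-red free MEM) were attached for 2 h at 37 °C, then given compounds for 48 h. Luminescence was read 15 min after luciferase reagent; activity normalized to genistein (10 microM) and DMSO.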
TRPV1 agonist: human TRPV1 agonism; Q8NER1; TRPV1-expressing cells, Fluo-8 calcium influx, agonist mode; activation, % at 8.33 µM; hit rate 0.19% among 320,000; in the data active means activation above about 80%; inconclusive means between about 30% and that limit; further: 0% is about no effect
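Cells expressing TRPV1 were dye-loaded with Fluo-8 and read kinetically: 10 s baseline, 3 min after compound (agonist portion), then 2 min after EC20 capsaicin (allosteric enhancer portion). Calcium-bound dye fluorescence at 480/520 nm.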
uPA generation: inhibitors of cell surface uPA generation; hit rate 0.31% among 330,000; cell surface uPA generation assay, qHTS; Potency, µM (titrated, usually from 38.3 µM), inactives show top-dose activity change, negative = inhibition, actives largely listed as inhibitors; AID 540303; active means well fitted inhibition curve with a large enough effect; inconclusive means small, poorly fitted or top-dose-only effect; inactive means no such curve, though single readings can be large or run the other way; tested in mouse RAW 264.7 cells; further: potency means the concentration at half of the fitted maximal effect; on the % scale 0 is the no-effect control and ±100 the full control effect; nearly all actives have a fitted effect of over 55% in size
* hit, by the source's call; ? = inconclusive; / = no result given; [ ] = remark or other dose. Unless noted, the call rests on the fitted dose curve; in most records, active means well fitted curve in the direction sought with a large enough effect; inconclusive means small, poorly fitted or top-dose-only effect, or another doubt; inactive means no such curve, though single readings can be large; an effect the other way counts as inactive or inconclusive.

Fields – B2AR arrestin | Integrin act MD | TRPV1 agonist | ELG1 genotoxic | ASM inhibitor | USP2a block | p53 reactivator | TSG101-PTAP inh | Eya2 phos inh | BRCA1 expr act | uPA generation
> CCc1ccc(/C=C2/SC(=S)N(CCC(=O)Nc3ccc(C(=O)O)cc3)C2=O)cc1
 : -0.2% | / | ? | -4% | / | -1% | -4% | / | 7% | / | /
> O=C(CNc1ccc2ccccc2c1)N/N=C/c1ccccn1
 : -1.0% | -36% | -4 | -3% | 0% | 2% | -3% | 2% | 2% | -51% | 0%
> Cc1ccc(C(=O)c2ccc(N3CCOCC3)c(F)c2)cc1
 : -0.2% | 10% | 2 | 9% | -4% | 5% | 18% | -2% | -8% | 70% | 9%
> Cc1ccc(Cn2c(SCC(=O)Nc3cccc(C)n3)nc3c2c(=O)n(C)c(=O)n3C)cc1
 : 2.4% | / | 2 | 4% | / | 1% | -6% | / | 25% | / | /
> CC(C)Cn1c(CCCNC(=O)c2ccco2)nc2ccccc21
 : 0.1% | 5% | 5 | -2% | 0% | 1% | -8% | -5% | 0% | -13% | 0%
> CCC/C=C(\CCC)C(NC(=O)c1ccc(C(=O)OC)cc1)c1ccc(C(=O)OC)cc1 (configuration not stated)
 : / | 21% | / | / | -14% | / | / | -9% | / | -16% | 11%
> COc1ccc(OC)c(C2=NS(=O)(=O)N(C)C(C(=O)Nc3ccc(C(C)=O)cc3)=C2)c1
 : -0.1% | -21% | -1 | -6% | -24% | 2% | -13% | -1% | 10% | 0% | -8%
> Cc1nnc(NC(=O)CSc2nccn2-c2cccc(C)c2C)s1
 : 0.1% | -46% | 0 | 2% | 0% | 2% | -2% | 1% | 15% | -20% | ?
> CC(=C/C(=O)O)/C=C/c1ccco1
 : ? | -22% | -3 | ? | -1% | 2% | -15% | -2% | 9% | 18% | -18%
> CC1=C(C#N)C(=O)NC(=O)/C1=C/c1ccc(-c2ccc(S(N)(=O)=O)cc2)o1
 : 0.2% | -1% | 0 | -2% | 2% | 2% | -2% | -3% | 9% | -10% | 7%

(cont.)
Fields – B2AR arrestin | Integrin act MD | TRPV1 agonist | ELG1 genotoxic | ASM inhibitor | USP2a block | p53 reactivator | TSG101-PTAP inh | Eya2 phos inh | BRCA1 expr act | uPA generation
> Cn1c(=O)c(C(=O)Nc2ccccn2)c(O)c2ccccc21
 : -0.4% | -65%[inhibitor] | 2 | ? | -5% | -2% | ? | -3% | -6% | -93%[inhibitor] | -5%
> COc1ccc(S(=O)(=O)N2CCC(C(=O)NCCC(=O)Nc3nccs3)CC2)cc1
 : 0.2% | -1% | 1 | 0% | 4% | 0% | -6% | -9% | -2% | -15% | 1%
> COc1cccc(C(C2=C(O)CC(C)(C)CC2=O)C2C(=O)CC(C)(C)CC2=O)c1 (configuration not stated)
 : -0.8% | 21% | 1 | 3% | 0% | 0% | -2% | -1% | 12% | 30% | -4%
> O=C(NC(=S)N1CCN(C2CCCCC2)CC1)c1ccccc1
 : 0.7% | -20% | 2 | -3% | 1% | 0% | -2% | 0% | 3% | -30% | 2%
> Clc1cccc(CON/C=N/c2ncnc3sccc23)c1
 : 0.2% | -34% | ? | -6% | -10% | -1% | 0% | -5% | -6% | -34% | -3%
> Cc1cc(NC(=O)c2ccc(C)c(C)c2)no1
 : -0.3% | -6% | ? | ? | -2% | 2% | / | -6% | 1% | ? | ?
> C/C(=N/OC(=O)c1cccc(C(F)(F)F)c1)c1cnccn1
 : -0.4% | 6% | 6 | 1% | 4% | 2% | 11% | 0% | 11% | 3% | 1%
> O=C(CNC(=O)c1cccs1)N/N=C/c1c[nH]c2ccccc12
 : 0.2% | 27% | -1 | 0% | 3% | 0% | -1% | 2% | ? | -8% | -2%
> Cc1ccc(-c2nn(-c3ccccc3)c3[nH]c(=O)c(CNCCN(C)C)cc23)cc1
 : 0.0% | / | 2 | -8% | / | 1% | -3% | / | -21% | / | /
> CCN(CC)Cc1c(C(=O)N/N=C/c2ccc(OCc3ccccc3C)cc2)nnn1-c1nonc1N
 : 0.2% | 16% | -2 | -8% | -20% | -3% | 11% | 1% | -13% | 36% | 1%

(more compounds)
Fields – B2AR arrestin | Integrin act MD | TRPV1 agonist | ELG1 genotoxic | ASM inhibitor | USP2a block | p53 reactivator | TSG101-PTAP inh | Eya2 phos inh | BRCA1 expr act | uPA generation
> CCCSC1=NN2CCCC(=O)N=C2S1
 : 0.3% | 5% | -8 | ? | 2% | 0% | ? | -5% | 0% | ? | -11%
> C/C(Cl)=C/Cn1c(N2CCCC2)nc2c1c(=O)[nH]c(=O)n2C
 : 3.7% | 26% | -1 | -1% | -2% | 0% | -26% | -5% | 17% | -6% | -8%
> Cc1ccc2cc(CN(Cc3ccco3)C(=O)NC3CCCCC3)c(=O)[nH]c2c1C
 : -0.1% | 9% | 16 | -6% | -5% | 0% | 11% | -11% | -4% | -44% | -8%
> O=S(=O)(NCCN1CCOCC1)c1ccc(F)c(Cl)c1
 : -0.8% | -3% | 2 | -2% | -1% | 1% | -5% | -8% | -18% | -8% | 4%
> O=C(CSc1nnc(-c2c[nH]c3ccccc23)o1)c1ccc(-c2ccccc2)cc1
 : -0.2% | 0% | -4 | -2% | 0% | -1% | -5% | 2% | 3% | -53% | 10%
> COC(=O)CCc1nc2ccccc2nc1OC
 : 0.4% | 13% | -1 | 1% | 4% | 1% | 23% | -3% | -9% | -36% | 1%
> CC(CCc1ccco1)NC(=O)Cn1ncc2c1-c1ccccc1OC2 (configuration not stated)
 : -0.1% | 7% | -1 | 7% | -3% | 0% | -4% | -5% | -39% | 1% | -7%
> COc1ccccc1-n1cc(CN2CCCC(CO)(Cc3cccc(Cl)c3)C2)cn1 (configuration not stated)
 : 0.1% | -26% | 11 | -6% | -2% | 1% | -3% | -4% | 3% | -12% | -5%
> O=C(CNC1CCCCC1)Nc1cc(S(=O)(=O)N2CCOCC2)ccc1Cl
 : 0.2% | -38% | 3 | -3% | 0% | 1% | -4% | -4% | 9% | -9% | -9%
> c1csc(Cn2c(-c3cccs3)nc3ccccc32)c1
 : 0.0% | -1%[7.66 µM] | 0 | -4% | 0% | -5% | 6% | -4% | -8% | -15% | -5%

(list continues)
Fields – B2AR arrestin | Integrin act MD | TRPV1 agonist | ELG1 genotoxic | ASM inhibitor | USP2a block | p53 reactivator | TSG101-PTAP inh | Eya2 phos inh | BRCA1 expr act | uPA generation
> CCOC(=O)/C=C/c1ccc2oc3ccccc3c(=O)c2c1
 : -1.3% | 26% | -1 | ? | 2% | 1% | 18% | 0% | 3% | -7% | 3%
> O=[N+]([O-])c1ccccc1OCCCOc1cccc2cccnc12
 : -0.1% | -18% | -1 | ? | -2% | 2% | 1% | -3% | -5% | ? | -3%
> CCOC(=O)c1nnc(-c2ccccc2)nc1Oc1ccc(Cl)cc1
 : 0.0% | -9% | 13 | 0% | -18% | -1% | 5% | -4% | 3% | -32% | -7%
> C/C(CCc1ccc2c(c1)OCO2)=N\N=C1\NC(=O)CC(C(=O)Nc2ccccc2F)S1 (configuration not stated)
 : 0.2% | -1% | -2 | 0% | -8% | 3% | -5% | -1% | -1% | 0% | 0%
> Cc1cc(C(F)(F)F)nn1CC(=O)NCc1ccccc1
 : 0.2% | -12% | 0 | 1% | 1% | 5% | -3% | -3% | -27% | 16% | 2%
> Cc1ccccc1OCCC(=O)OCC(=O)NCCc1ccccc1
 : 0.0% | -7% | 25 | 1% | 1% | -1% | -5% | -1% | -7% | 15% | 7%
> COc1ccc(/C=C\C(=O)NCc2ccc3c(c2)cc(C)n3C)cc1OC
 : -0.5% | -10% | 0 | 1% | -13% | -3% | 6% | -8% | 2% | 31% | 10%
> COc1ccc(N(Cc2cc3cc(OC)ccc3[nH]c2=O)S(C)(=O)=O)cc1
 : 2.5% | -2% | 0 | -2% | 41%[activator] | 2% | -1% | -6% | 6% | -25% | 1%

A few values from the entries so far:
In B2AR arrestin, O=[N+]([O-])c1ccccc1OCCCOc1cccc2cccnc12 has the entry -0.1%
In USP2a block, Cc1ccccc1OCCC(=O)OCC(=O)NCCc1ccccc1 has the entry -1%
In ELG1 genotoxic, C/C(CCc1ccc2c(c1)OCO2)=N\N=C1\NC(=O)CC(C(=O)Nc2ccccc2F)S1 (configuration not stated) has the entry 0%
